# PolyA inh: polyadenylation inhibitors in yeast reporter cells, primary screen, luminescence, S. cerevisiae | hit rate 0.02% among 300,000 | AID 1875, 2009 | S. cerevisiae SKY197-pL101 polyadenylation reporter, beta-gal luminescence; efflux-impaired pdr1/pdr3 knockout yeast; score 100 = 6 SD above DMSO | calls only at 12 µM;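 active = lowest replicate activity score at least 50, where 100 means six control SD above control mean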;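 also: yeast exposed to compound for 9 h at 30 °C; higher score means more reporter readthrough which indicates perturbed polyadenylation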
# Platelet DG rel: inhibitors of platelet dense granule secretion, primary screen, cell-based, MLPCN, human platelets; human platelet-rich plasma, SFLLRN dense granule ATP release, luminescence; inhibition, %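 (compounds screened at 7.5 µM in platelet-rich plasma)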; AID 1663, 2009; hit rate 0.22% among 300,000;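 active = mean replicate score, as percent of positive control, at or above 50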
# HSF1 activator: HSF-1 activators, primary screen, NIH3T3-HGL cells, MG132 stress, luminescence, single point; activation, % at 9 µM; AID 504408, 2011; hit rate 1.7% among 300,000; NIH3T3-HGL HSF-1 luciferase reporter, 8 h; 100% = twice DMSO control signal;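 active = mean replicate activation of at least 50% with a set share of replicates each reaching 50%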;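 also: 0% = median of the neutral control wells and 100% = twice that signal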
# HSF1 inhib: HSF1 inhibitors in luciferase reporter cells, primary screen, cell-based, NIH3T3, luminescence; hit rate 0.77% among 300,000; activity change, negative = inhibition, % at 7.5 µM (by protocol); NIH3T3-HGL HSE-luciferase, MG132-induced, luminescence 8 h; active compounds read low;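 active = more than half of replicate wells show activity change below -50%, luminescence cut by over half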;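 also: luciferase reports HSF-1 transcriptional activity via heat shock element; 0% = median of DMSO wells and -100% = zero luminescence signal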
# GSK3A inh: blockers of GSK3A enzyme activity – biochemical, luminescence, cell-free homogeneous, HTS, primary screen; inhibition, % at 10 µM; GSK-3 alpha kinase, ADP-Glo luminescence, 60 min; Glycogen synthase kinase-3 alpha (Homo sapiens), P49840; hit rate 0.1% among 320,000;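 in the data active = inhibition above about 50%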;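 also: GST-tagged GSK-3 alpha with peptide substrate and 25 µM ATP; 0% = DMSO neutral wells and 100% = GW8510 positive control wells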
# Target sequence (P49840 whole entry, looked up): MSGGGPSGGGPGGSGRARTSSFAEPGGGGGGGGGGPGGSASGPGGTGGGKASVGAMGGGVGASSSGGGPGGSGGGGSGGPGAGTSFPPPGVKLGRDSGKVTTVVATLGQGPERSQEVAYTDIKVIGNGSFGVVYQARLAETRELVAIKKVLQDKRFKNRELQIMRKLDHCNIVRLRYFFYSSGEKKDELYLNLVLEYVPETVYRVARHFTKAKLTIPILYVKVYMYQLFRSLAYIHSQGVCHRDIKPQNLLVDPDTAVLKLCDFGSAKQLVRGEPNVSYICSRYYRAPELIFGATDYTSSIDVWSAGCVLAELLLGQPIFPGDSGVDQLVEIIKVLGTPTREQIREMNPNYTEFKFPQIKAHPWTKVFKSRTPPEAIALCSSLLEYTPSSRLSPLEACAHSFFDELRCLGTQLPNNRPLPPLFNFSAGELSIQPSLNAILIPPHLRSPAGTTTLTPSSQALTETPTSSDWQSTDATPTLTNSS
# AI-2 QS modul: Vibrio harveyi AI-2 quorum sensing modulators, primary screen, JMH597 strain, luminescence/OD600 ratio | Vibrio harveyi JMH597 AI-2 luminescence/OD600 ratio, 9 h; active compounds read low; strain lacks LuxN and CqsS sensors; 0 = neutral-control median | activity change, % at 7.5 µM | hit rate 0.4% among 300,000 | AID 2094, 2009; in the data active = activity change below about -75%, passing the limit was not always enough;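 also: luminescence divided by OD600 gain over 9 h not by final OD600 alone; inactives centre near 13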
# HSP90 refold inh: HSP90 inhibitors, primary screen, cell lysate, luminescence. inhibition, % at 5.6 µM. Rabbit reticulocyte lysate, luciferase refolding luminescence, 3 h. AID 1789, 2009. Heat shock protein HSP 90 (rabbit reticulocyte lysate; luciferase refolding). hit rate 0.91% among 290,000;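 active = inhibition above the screen-wide mean plus 3 SD, computed separately per campaign, cut at about 16% in these data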;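 also: 0% = DMSO wells and 100% = 60 µM geldanamycin wells; inhibitors lower the luminescence because luciferase stays unfolded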
# HDAC3 inhib: HDAC3 deacetylase inhibitors, primary screen, biochemical, fluorescence, cell-free homogeneous; Histone deacetylase 3 (Homo sapiens), O15379; recombinant HDAC3, fluorogenic peptide/trypsin coupled; inhibition, % at 8.3 µM; hit rate 0.15% among 320,000; in the data active = inhibition above about 26%, passing the limit was not always enough
# GSK3beta inhib: human GSK3beta kinase inhibitors, primary screen, biochemical, cell-free homogeneous, HTS | GST-GSK3beta kinase, ADP-Glo luminescence, 60 min; active compounds read low | activity score (negative = inhibition), % at 10 µM | hit rate 0.038% among 300,000;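 active = more than half of replicate wells score below -50%, meaning over 50% inhibition versus plate controls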;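 also: 0% = median DMSO wells and -100% = median GW8510 positive control wells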
# Target sequence (P49841 whole entry, looked up): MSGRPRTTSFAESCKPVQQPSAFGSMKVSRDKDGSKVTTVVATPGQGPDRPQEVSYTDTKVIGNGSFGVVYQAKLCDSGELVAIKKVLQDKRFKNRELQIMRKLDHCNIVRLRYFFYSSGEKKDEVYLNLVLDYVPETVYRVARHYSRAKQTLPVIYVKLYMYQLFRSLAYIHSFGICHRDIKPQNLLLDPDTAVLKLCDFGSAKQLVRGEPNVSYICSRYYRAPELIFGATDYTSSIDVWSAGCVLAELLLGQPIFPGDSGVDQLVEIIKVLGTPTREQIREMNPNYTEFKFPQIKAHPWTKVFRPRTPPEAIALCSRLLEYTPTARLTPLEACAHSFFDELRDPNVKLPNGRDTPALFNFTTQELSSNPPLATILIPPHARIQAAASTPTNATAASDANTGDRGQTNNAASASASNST
#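 Test system – GST-tagged human GSK3beta kinase, cell-free · Incubation – 60 min enzyme reaction, room temperature · Signal – ADP-Glo luminescence · Also added – peptide substrate and ATP at 25 µM · Controls – DMSO neutral wells and GW8510 at 20 µM as positive · Buffer or medium – Tris/MgCl2 kinase buffer · Measure – Luminescence-derived activity versus plate DMSO and GW8510 wells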
# Dyrk1A ADPGlo: rat Dyrk1A kinase inhibitors, primary screen, biochemical, single point, plate reader | ADP-Glo luminescence, NFATc1 peptide | inhibition, % at 12.5 µM | hit rate 0.43% among 310,000 | AID 504441, 2011; in the data active = inhibition above about 50%;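 also: plate controls were vehicle with enzyme for no effect and no enzyme for full effect; many of its hits are not listed in these tables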
# * marks the source's active call; other numbers are inactive results; i = inactive; . = no result given.
SMILES,PolyA inh,Platelet DG rel,HSF1 activator,HSF1 inhib,GSK3A inh,AI-2 QS modul,HSP90 refold inh,HDAC3 inhib,GSK3beta inhib,Dyrk1A ADPGlo
CS(=O)(=O)N(CC(=O)N1CCN(c2cccc(Cl)c2)CC1)C1CCCCC1,i,0,-9,-3,-1,-3,0,6,-1,6
Cn1c(=O)c2c(nc(SCC(=O)Nc3ccccc3)n2C)n(C)c1=O,i,3,1,-3,-1,15,-4,2,0,4
CCn1ccc(C(=O)NC2=NCCS2)n1,i,-1,5,4,.,16,2,.,1,-4
CCOC(=O)C/C(C)=N/NC(=O)C1CC1(c1ccccc1)c1ccccc1 (centres undefined),i,12,8,6,1,16,4,7,-1,-2
COC(=O)c1ccc(C(=O)OC)c(-n2c(=O)c3ccccc3c3ccccc3c2=O)c1,i,-1,78*,53,6,19,-3,1,7,0
COc1cccc(-c2nnc(NC(=O)Cc3cccs3)s2)c1,i,7,7,8,2,4,0,-5,-2,6
COc1ccc(S(=O)(=O)N2CCC(C(=O)NCCC(=O)NC3CC3)CC2)cc1,i,-8,6,2,0,20,-2,1,1,.
Cc1cc(O)c2c(-c3ccccc3)cc(=O)oc2c1,.,.,.,.,0,.,3,5,.,19
CCc1nc(=O)c(-c2ccccc2)c(C)n1-c1ccccc1,i,-7,-9,-2,-1,8,3,3,2,-1
CCS(=O)(=O)c1nn2c(N)c(/C=C3/C=CC(=O)C(OC)=C3)c(=O)nc2s1,i,-1,1,0,9,9,-2,9,-1,19
COc1cc(/C=C/C(=O)Nc2ccccc2C(F)(F)F)cc(OC)c1OC,i,2,16,3,0,23,0,-4,1,.
CC(C)=CC(=O)Nc1c(C)cc(C)cc1Cl,i,-2,1,-1,.,14,6,0,0,-5
CC1CCCC2(C1)NC(=S)c1c(sc3c1CCCC3)N2 (centres undefined),i,-2,5,-2,11,10,-4,0,-2,-1
CC(C)(C)CC(=O)N[C@@H](Cc1ccccc1)c1nc2ccccc2[nH]1,i,3,3,8,-2,5,-3,0,1,4
O=C(COC(=O)c1ccncc1)c1ccc(Br)cc1,i,0,-6,-4,-1,14,-2,1,2,0
O=C(O)C(CO)N=Cc1c(O)c2ccccc2oc1=O (centres undefined),i,10,-14,-3,-1,24,0,3,-1,-1
CCn1c(SCC(=O)NNC(=O)c2ccccc2)nnc1-c1ccncc1,i,-5,24,-5,1,22,1,1,3,19
CS(=O)(=O)N(CC(=O)NC1CCCCC1)c1cccc(Cl)c1,i,-3,12,0,-1,5,-2,-4,0,7
COc1cc2c(cc1OC)C(c1cccs1)N(C(=O)c1cccnc1)CC2 (centres undefined),i,-4,-15,-3,0,27,1,-9,4,1
CS(=O)(=O)N1CCN=C1SCc1ccccc1,i,-12,-6,-1,-5,2,1,0,0,-3
CCOC(=O)c1cc(C(C)=O)c(=O)n(C)c1N,i,-3,4,-3,-2,12,0,10,0,5
CC(=O)Nc1ccc(S(=O)(=O)/N=C2\C(=O)c3ccccc3C([O-])=C2n2cc[n+](-c3ccccn3)c2)cc1,i,2,-9,10,3,36,6,2,2,14
COc1ccc(/C=N/Nc2cc(C)nc(-n3nc(C)cc3C)n2)c(OC)c1,i,6,8,-9,-2,41,4,14,0,-4
Cn1cc(CN2CCCCC2C(=O)Nc2ccc(-n3cccn3)cc2)cn1 (centres undefined),i,-7,-5,-5,0,-1,-2,4,3,0
CCN(C(=O)CN1CCN(c2ccccc2)CC1)c1c(N)n(Cc2ccccc2)c(=O)[nH]c1=O,i,0,-6,-8,1,4,5,6,-5,8

# Continuation:
SMILES,PolyA inh,Platelet DG rel,HSF1 activator,HSF1 inhib,GSK3A inh,AI-2 QS modul,HSP90 refold inh,HDAC3 inhib,GSK3beta inhib,Dyrk1A ADPGlo
Cc1ccc(C)c(N(C(=O)CNC(=O)c2ccco2)C(C(=O)NC2CCCC2)c2ccncc2)c1 (centres undefined),i,0,-17,-4,0,-6,4,-5,3,-8
Cc1ccc2nc(Cl)c3cc(C(=O)NCCCN4CCCC4)sc3c2c1,i,9,1,0,9,13,2,1,2,24
O=C(Nc1ccccc1)c1ccc(=O)n(Cc2ccc(F)c(F)c2)c1,i,-6,4,0,2,-3,-1,-1,0,-5
Cc1ccc2nc(-c3ccncc3)[nH]c2c1,i,12,33,2,4,-13,2,-9,1,19
CCCn1c(=O)c2ccccc2n2c(SC(C)C(N)=O)nnc12 (centres undefined),i,3,-9,-3,-1,.,0,-1,.,-3
O=C(c1ccc(Cl)cc1)N1CCN(CCc2ccccn2)CC1,i,-2,-11,-5,-3,19,-4,2,-1,-2
CC1CCN(C2=NC(=O)/C(=C/c3ccc(O)cc3)S2)CC1,i,13,9,9,-2,8,3,4,-2,22
COc1ccccc1NC(=O)CCCC(=O)OCC(=O)c1ccc(F)cc1,i,-18,0,-3,-1,16,-1,1,2,2
Cc1ccc(F)c(CNC(=O)C2CCC(=O)N(CCN3CCOCC3)C2)c1F (centres undefined),i,2,18,7,1,43,-1,-6,.,0
NC(=O)Cn1c(=O)n(CCC(=O)NCCSCc2ccccc2)c(=O)c2ccccc21,i,-11,16,5,-2,8,-1,6,-1,6
CCOc1cccc2cc(C(=O)NCc3ccc(C)cc3)c(=N)oc12,i,0,-10,-2,-2,16,2,-1,5,-5
Cc1cccc2c(C(=O)N3CCN(C(=O)c4ccco4)CC3)cc(-c3cccc(Br)c3)nc12,i,-4,22,15,-2,1,2,11,-1,-1
Cc1ccc(/C=N/NC(=O)c2ccncc2)s1,i,7,0,-8,2,-1,-2,6,0,2
CCn1c2c(c3cc(Br)ccc31)CCC/C2=N\O,i,-8,16,-2,-2,19,-1,11,-3,15
FC(F)(F)Oc1ccc(-c2cn3cccnc3n2)cc1,i,-7,41,8,2,-9,5,-45,-1,.
Cc1cccc(-c2nnc(SCc3ccccc3)o2)c1,i,0,50,13,5,-89*,-3,-5,-13,5
CN1CCN(c2ccccc2NC(=O)C(Cc2ccccc2)n2cccc2)CC1 (centres undefined),i,2,15,8,3,21,3,4,1,-3
CCN(CC)C(=O)Cn1cnc2sc(C(=O)N3CCN(Cc4ccc5c(c4)OCO5)CC3)c(C)c2c1=O,i,5,-13,-2,2,0,-3,0,2,-8
CC(=O)N1CCN(c2ccc(NC(=O)c3cc4ccccc4o3)cc2)CC1,i,21,33,15,-5,5,2,-8,-1,-5
C=CCn1c(COc2ccc(Cl)cc2)nnc1SCC(=O)c1c(N)n(C)c(=O)n(C)c1=O,i,-1,-11,-3,-1,14,0,-2,1,-4
Cc1cccc(C)c1NC(=O)c1sccc1SCC#N,i,4,1,-7,1,.,-2,-1,.,-1
COc1ccc(-c2c(NC(=O)c3ccco3)oc3c(C)cccc3c2=O)cc1OC,i,-12,-4,-5,-3,10,4,-2,5,-6
CCC(C)NC(=O)C1(C)CCC(=O)N1CCc1ccc(OC)c(OC)c1 (centres undefined),i,1,12,-5,-2,34,-1,3,-1,3
C=CCN1c2ccccc2[C@]23C[C@@H](C(=O)OC)N(C(=O)c4cccs4)C2=NC(C(=O)OC)=C(C(=O)OC)[C@H]13,i,-2,-1,-4,0,11,.,2,4,-1
COc1ccc(N2CC(C(=O)Nc3ccccc3C(=O)NCc3ccco3)CC2=O)cc1 (centres undefined),i,-1,2,0,-5,15,-2,-2,2,-4

# Remaining list, next part.
SMILES,PolyA inh,Platelet DG rel,HSF1 activator,HSF1 inhib,GSK3A inh,AI-2 QS modul,HSP90 refold inh,HDAC3 inhib,GSK3beta inhib,Dyrk1A ADPGlo
CN(C)c1ccc(/C=C2\NC(=S)N(Cc3ccccc3)C2=O)cc1,i,-5,-6,-5,4,12,1,2,0,-7
Cc1sc2ncnc(N3CCCC(C)C3)c2c1C (centres undefined),i,1,-3,-8,-1,21,0,2,1,.
O=C(c1ccc2nc(N3CCOCC3)sc2c1)N1CCN(c2ccc(Cl)cc2)CC1,i,0,-6,-11,0,9,-5,-8,1,1
CCCNC(=O)C1(CC2CC(c3ccccc3)=NO2)CCN(C(=O)CCCCCBr)CC1 (centres undefined),i,0,0,-4,0,8,.,0,4,-6
O=C(c1cccs1)c1ccc(-c2cccs2)s1,i,35,29,7,-1,6,29*,-12,-24,-2
CC(C)(C)NC(=O)C(c1c[nH]c2ccccc12)N(C(=O)Cn1nnc(-c2ccc(F)cc2)n1)c1cccc(O)c1 (centres undefined),i,26,11,-9,-1,33,-6,4,6,-3
CCSc1ncnc2sc3c(c12)CCC3,i,2,4,-5,-3,6,-2,-5,1,-3
CN(C(=O)OC(C)(C)C)c1ccc(-c2nc3ccccc3s2)cc1,i,17,-94,-93*,-1,16,.,-9,2,8
O=[N+]([O-])c1ccc(/C([O-])=C(/C(=S)NCc2ccco2)[n+]2ccccc2)cc1,i,-5,2,-4,1,30,-2,0,-3,-3
CCC(C)(C)n1nnnc1CN1CCSCC1,i,9,3,-6,-2,9,-3,3,0,10
CCNc1nc(NCC)n2c(SCC(=O)Nc3ccccc3F)nnc2n1,i,4,-6,-1,.,18,.,.,3,.
COc1ccc(OC)c(NC(=O)NC2CCCc3ccccc32)c1 (centres undefined),i,10,-4,-2,0,0,6,4,0,0
CCCCn1c(=O)[nH]c(=O)c2c1nc(-c1cc(Cl)c(OC)c(OC)c1)n2C,i,.,-4,3,-1,22,3,-11,-1,7
CN1C(=O)/C(=C/c2cccc([N+](=O)[O-])c2)C(=O)N1c1ccccc1,i,1,5,5,-3,17,2,5,-3,6
Cc1ccc(/C=C2\SC(=S)N(CCCC(=O)NNC(=O)c3ccccc3O)C2=O)cc1,i,0,-56,-52*,-2,-2,6,7,2,4
COc1ccc(/C=N/NC(=O)CCCC(=O)NC2CCCCC2)cc1,i,-1,-14,-7,-2,17,2,3,2,1
Cc1ccc(S(=O)(=O)N(OCc2ccccc2)C(C)C(=O)O)cc1 (centres undefined),i,2,5,-3,-2,0,.,0,1,.
COc1cc(CNCc2cccc(OC)c2OC)cc(OC)c1,i,0,5,-8,-2,19,0,-9,1,-4
O=C(NCCN1CCOCC1)c1cc(-c2cccs2)on1,.,5,-1,-5,10,15,-2,3,2,1
CSc1ccc(-c2sc(Nc3cccc4ccccc34)n[n+]2-c2ccccc2)cc1,i,2,41,22,-3,-2,9,7,-5,0

# Reprinted from the listing, two compounds:
SMILES,PolyA inh,Platelet DG rel,HSF1 activator,HSF1 inhib,GSK3A inh,AI-2 QS modul,HSP90 refold inh,HDAC3 inhib,GSK3beta inhib,Dyrk1A ADPGlo
Cc1ccc(S(=O)(=O)N(OCc2ccccc2)C(C)C(=O)O)cc1 (centres undefined),i,2,5,-3,-2,0,.,0,1,.
COc1cc(CNCc2cccc(OC)c2OC)cc(OC)c1,i,0,5,-8,-2,19,0,-9,1,-4

# Compound activity: PubChem, several laboratories

# This is a subset; rates above refer to the full screens.
